Screening results from PubChem.
GlmU inhibition = inhibition of mycobacterial GlmU enzyme – biochemical, glucosamine-1-phosphate acetyltransferase (AID 1376). inhibition, %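 (tested at 30 µM in the primary screen)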; hits with a dose series show IC50 in µM. 0.25% of 220,000 active. M. tuberculosis GlmU acetyltransferase enzyme assay; higher % means a stronger effect; in the data active = inhibition above about 13%; inconclusive = no clear call, values can overlap the other calls;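 also: 0% = complete reaction with vehicle and 100% = reaction without substrate; strong numbers were not always called active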
Mtb RmlCD inh = blocks M. tuberculosis RmlC and RmlD coupled enzymes. P9WH09+P9WH11. RmlC+RmlD coupled enzyme assay, percent inhibition; primary screen in compound mixtures. inhibition, % at 3.6 µM. 0.03% of 160,000 active. AID 1533; in the data active = inhibition mostly above about 34%, no sharp cut-off; inconclusive = no clear call, values can overlap the other calls; inactive = mostly below about 22%; also: some results filed as inactive read as strong as hits
Target sequence (P9WH09 whole entry, looked up): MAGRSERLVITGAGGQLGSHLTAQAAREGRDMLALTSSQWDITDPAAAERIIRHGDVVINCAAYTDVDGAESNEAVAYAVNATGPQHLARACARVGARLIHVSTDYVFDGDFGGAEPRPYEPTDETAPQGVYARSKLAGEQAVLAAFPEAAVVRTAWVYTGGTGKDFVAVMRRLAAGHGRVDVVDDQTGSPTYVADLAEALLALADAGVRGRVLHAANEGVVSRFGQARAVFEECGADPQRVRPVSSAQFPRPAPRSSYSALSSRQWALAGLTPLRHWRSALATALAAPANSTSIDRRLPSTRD
Target sequence (P9WH11 whole entry, looked up): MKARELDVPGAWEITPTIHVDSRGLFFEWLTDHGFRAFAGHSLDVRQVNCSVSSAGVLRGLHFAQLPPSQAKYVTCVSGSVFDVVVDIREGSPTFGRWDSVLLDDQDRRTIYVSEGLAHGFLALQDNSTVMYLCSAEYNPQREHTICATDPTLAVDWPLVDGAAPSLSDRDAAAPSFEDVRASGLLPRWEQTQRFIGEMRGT
* marks the source's active call; other numbers are inactive results; ? = inconclusive; nt = not tested or not shown.

SMILES | GlmU inhibition | Mtb RmlCD inh
CC1CCCCC1NC(=O)CCS(=O)(=O)c1cccc2nonc12 (stereo not given) | 1.5% | -8
C1CCN(c2nc3nonc3nc2N2CCCC2)C1 | -0.5% | 12
COc1ccc(OC)c(S(=O)(=O)N2CCC(C(=O)NCc3ccccc3)CC2)c1 | -3.6% | -3
N#CC1=C(N)OC2=C(C(=O)CC(c3ccco3)C2)C1c1ccc(OCc2c(F)cccc2Cl)cc1 (stereo not given) | -3.7% | -2
CCOC(=O)c1cnn(-c2ccccc2)c1-n1cccc1C(=O)C(=O)N(C)C | 5.6% | 7
Cc1cc(C)c2c(=O)[nH]n(C(C)C)c2n1 | 0.2% | 5
COC(=O)C1CCN(C(=O)c2cc3c(=O)n4cccc(C)c4nc3n2Cc2ccccc2)CC1 | 6.2% | -7
CCc1cccc(C)c1NC(=S)N(CCCN1CCN(C)CC1)Cc1cccs1 | -0.2% | 2
COc1cc(/C=C(/C#N)c2nc3ccccc3[nH]2)ccc1OCC(=O)Nc1ccccc1C(C)C | -4.8% | 98
CCc1ccc(NS(=O)(=O)c2ccc3[nH]cc(C(=O)NCC4CCCO4)c(=O)c3c2)cc1 (stereo not given) | nt | -12
Cc1ccc(S(=O)(=O)N2CCCC(C(=O)NCCc3ccc4c(c3)OCO4)C2)cc1 (stereo not given) | 1.4% | nt
O=C(Nc1cccc2ccccc12)c1ccc(Cn2cc(Cl)cn2)cc1 | 9.4% | 0
COc1ccc(C2CC(=O)n3nc(C45CC6CC(CC(C6)C4)C5)nc3S2)cc1OC (stereo not given) | -8.9% | 10
Cc1nc2c3ccccc3nc(SCC(=O)c3ccc(Cl)cc3)n2n1 | 3.6% | -11
O=C(O)CC(NC(=O)C1c2ccccc2Oc2ccccc21)c1ccc(OC2CCCC2)cc1 (stereo not given) | -3.9% | nt
CCn1c(C)nc2cc(C(=O)N/N=C/c3cccc(O)c3O)ccc21 | -2.3% | nt
O=C(O)CCn1c(-c2ccccc2)cc2c1CCCC2=O | 4.3% | 8
Cc1nc(=S)c2c([nH]1)-c1ccccc1CC21CCCCC1 | 0.2% | 11
O=C(NCc1ccco1)c1cc(-c2cccs2)nc2ccccc12 | -4.3% | nt
O=S(=O)(NCC(c1cccnc1)N1CCOCC1)c1cccs1 (stereo not given) | -1.1% | nt
CCOC(=O)N1CCC(NC(=O)C(Cc2ccccc2)NC(=O)c2ccco2)CC1 (stereo not given) | 0.1% | 9
CCN(CC)S(=O)(=O)c1cccc(NC(=S)NC(=O)/C=C/c2ccc(S(=O)(=O)N3CCOCC3)cc2)c1 | 5.2% | 26
O/N=C/c1ccc(OCc2ccccc2)c(Cl)c1 | -3.9% | 7
CC(=O)Nc1ccc(NC(=O)/C=C/c2ccccc2)cc1 | -1.5% | 9
CCc1ccc(CC2(O)CC(C)N(C)CC2C)cc1 (stereo not given) | 1.6% | 8
CC(C)(C)c1ccc(-c2nc3c(C#N)c(-c4ccc5c(c4)OCO5)ccn3n2)cc1 | 1.5% | 33
O=c1cc(-c2ccc(O)cc2)oc2c([C@@H]3O[C@H](CO)[C@@H](O)[C@H](O)[C@H]3O)c(O)c([C@@H]3O[C@H](CO)[C@@H](O)[C@H](O)[C@H]3O)c(O)c12 | -2.2% | nt
Cc1nc2ccc(-c3nc4ccc(N)cc4[nH]3)cc2[nH]1 | 6.5% | 8
CC1(C)COC(c2cccn2Cc2ccccc2Cl)=N1 | 0.9% | -1
Cc1ccc(Cn2nc(C)cc2C(=O)Nc2ccc(Cl)cc2)cc1 | nt | 5
O=C(Nc1ccc(F)c(Cl)c1)c1ccc2c(=O)n3c(nc2c1)CCCCC3 | -4.6% | nt
CN1CCN(C(=O)CN(c2cccc(Br)c2)S(=O)(=O)c2ccccc2)CC1 | -6.0% | nt
COC(=O)Cn1nc(C)c2ccccc2c1=O | 1.4% | nt
COc1ccc(NCC(=O)n2c(C)c(C)c3ccccc32)cc1OC | 5.4% | 10
CCOC(=O)C1CCN(C(=O)CN(c2ccc(OC)cc2)S(=O)(=O)c2c(C)noc2C)CC1 | -1.2% | 15
C=CCn1c(SCc2ccccc2Cl)nnc1-c1sc2nc(C)cc(C)c2c1N | -3.0% | 6
COc1ccc(C2Nc3ccccc3C(=O)N2NS(=O)(=O)c2ccccc2)cc1 (stereo not given) | -5.0% | nt
O=C(c1ccoc1)N1CCC2(CC1)Oc1ccc(Cl)cc1C(=O)C21CC(c2cccnc2)=NO1 (stereo not given) | 2.6% | -2
C/C(=N\NC(=O)c1cc([N+](=O)[O-])cc([N+](=O)[O-])c1)c1ccco1 | -2.1% | 8
Cc1ccc(NC(=O)C(OC(=O)c2ccc(O)cc2)c2ccccc2)cc1Cl (stereo not given) | 0.7% | 3
O=C(O)CN1C(=O)SC(Nc2ccccc2)C1=O (stereo not given) | 7.6% | nt
COc1ccc(-c2nnc(CSc3nc4ccccc4c(=O)n3CC(C)C)o2)cc1OC | -0.4% | nt
O=C(Cc1ccc(Cl)cc1)Nc1ccc2oc(=O)ccc2c1 | -0.4% | nt
Cc1nc(C(=O)N2CCc3c([nH]c4ccccc34)C2c2ccccn2)cs1 (stereo not given) | 3.1% | -13
CCOC(=O)N1CCC2(O)CCCCC2C1c1ccc(F)cc1 (stereo not given) | -0.8% | nt
O=c1[nH]cnc2c1N=C(c1cccc([N+](=O)[O-])c1)CC(c1ccccc1)N2 (stereo not given) | 2.5% | -9
CC1CC(C)CN(CCOc2cccc(Cl)c2Cl)C1 (stereo not given) | -5.8% | nt
O=C(NCCc1ccc(Cl)cc1)Nc1ccc(F)cc1 | -1.1% | -13
CNc1nc(N)nc(OC(C(F)(F)F)C(F)(F)F)n1 | 5.6% | 0
CCNC(=O)NC(=O)C(C)OC(=O)[C@H](C)NS(=O)(=O)c1c(C)c(C)cc(C)c1C (stereo not given in full) | -0.4% | nt
Cn1c(Cc2ccccc2)nnc1SCCC(=O)Nc1ccccc1 | 1.8% | 0
CC/C(=C\C=C\[C@@H]1C=C[C@@H]2CCC[C@H]2[C@@H]1C(=O)c1ccc[nH]1)[C@@H]1O[C@@H]([C@@H](C)C(=O)O)CC[C@@H]1C | 5.3% | nt
COCCCNC(=O)/C(C#N)=C1\N=C(NC(=O)c2cccs2)c2ccccc21 | -1.8% | 45
CCOC(=O)C(NCc1ccco1)(NC(=O)c1ccc(OC)cc1)C(F)(F)F (stereo not given) | -1.7% | nt
Cc1cccc(C(=O)Oc2ccccc2/C=N/Nc2ccc([N+](=O)[O-])cc2)c1 | 3.4% | nt
Cc1ccc(NC(=O)N2CCC(=O)N2)cc1 | 2.8% | -3

(more compounds)
SMILES | GlmU inhibition | Mtb RmlCD inh
Cc1ccc(N2C(=S)SC3CS(=O)(=O)CC32)cc1 (stereo not given) | -6.3% | 6
Cc1nn(CC(=O)N2c3ccccc3NC(=O)C2(C)C)c(C)c1[N+](=O)[O-] | 2.3% | 2
COc1ccccc1NC(=S)N(CCN(C)C)C(C)c1ccncc1 (stereo not given) | -2.1% | 2
CCOC(=O)N1CCN(C(=O)CS(=O)Cc2nc(-c3cccc(C)c3)oc2C)CC1 (stereo not given) | -3.9% | 1
C/C(=N\Nc1ccccn1)c1cccs1 | -1.7% | 11
Cc1ccsc1C(=O)N1CCN(S(=O)(=O)c2cccs2)CC1 | -1.5% | -38
Nc1c(C(=O)OCC2CCCO2)c2nc3ccccc3nc2n1-c1ccc2c(c1)OCCO2 (stereo not given) | -0.5% | 5
O=C1CC(N2CCN(c3ccc(F)cc3)CC2)C(=O)N1Cc1ccc(N2CCCC2=O)cc1 (stereo not given) | 4.1% | -7
O=C(NCc1ccccn1)c1ccccc1Cl | 2.3% | 5
CCON1C(=O)C(C)(C)N(OCC)C(=O)C1(C)C | 2.3% | -4
COC(=O)[C@H]1CCCN1C(=O)Nc1cccc(Oc2c(F)c(F)c(F)c(F)c2F)c1 | nt | 8
O=C(CCN1CCN(c2ccc(F)cc2)CC1)Nc1ccccc1F | 1.0% | 11
Cc1c(C(=O)O)cnc2c([N+](=O)[O-])cnn12 | 4.7% | -4
Cc1ccc(-c2nc(SCC(=O)N(C)C3CCS(=O)(=O)C3)[nH]c2-c2ccc(C)cc2)cc1 (stereo not given) | 4.0% | 3
O=C(COc1ccccc1F)c1ccc(O)cc1O | -2.6% | nt
Cc1ccc2c(c1)Oc1ccccc1C=C2C(=O)O | 1.4% | -10
O=C(COc1ccc(Cl)cc1Cl)Nc1c(-c2cccs2)nc2ccccn12 | -3.7% | 8
C=CCOc1cccc(NC(=O)c2ccccc2SC)c1 | -4.7% | -1
C=CCOc1ccc(CN(C)CC(=O)Nc2ccccc2[N+](=O)[O-])cc1 | 1.5% | -15
C=CCNC(=S)Nc1ccc(N2CCOCC2)c(S(=O)(=O)Nc2ccccc2Cl)c1 | 0.1% | -10
CCOc1ccc(N(CC(=O)NC2CCCCC2)C(=O)CSc2nnc(COc3ccccc3)o2)cc1 | -0.3% | nt
O=C(Cn1cncc1-c1ccc([N+](=O)[O-])cc1)Nc1cccc2ccccc12 | 3.6% | 2
Cc1cc(NS(=O)(=O)c2ccc(Nc3nc(-c4sc(N)nc4C)cs3)cc2)no1 | 9.4% | 5
O=C(OCn1nnc2ccccc2c1=O)c1ccc2c(=O)n3c(nc2c1)CCC3 | 9.9% | -6

Structural class: the entries above containing an aryl thioether with sulfur outside any ring.
SMILES | GlmU inhibition | Mtb RmlCD inh
Cc1nc2c3ccccc3nc(SCC(=O)c3ccc(Cl)cc3)n2n1 | 3.6% | -11
C=CCn1c(SCc2ccccc2Cl)nnc1-c1sc2nc(C)cc(C)c2c1N | -3.0% | 6
COc1ccc(-c2nnc(CSc3nc4ccccc4c(=O)n3CC(C)C)o2)cc1OC | -0.4% | nt
Cn1c(Cc2ccccc2)nnc1SCCC(=O)Nc1ccccc1 | 1.8% | 0
Cc1ccc(-c2nc(SCC(=O)N(C)C3CCS(=O)(=O)C3)[nH]c2-c2ccc(C)cc2)cc1 (stereo not given) | 4.0% | 3
C=CCOc1cccc(NC(=O)c2ccccc2SC)c1 | -4.7% | -1
CCOc1ccc(N(CC(=O)NC2CCCCC2)C(=O)CSc2nnc(COc3ccccc3)o2)cc1 | -0.3% | nt

Remaining list, next part:
SMILES | GlmU inhibition | Mtb RmlCD inh
Cc1cc(C)n(CC(=O)NC2CCCCC2)n1 | 6.5% | -2
CCC(C)[C@H](NC(=O)Nc1ccc2c(c1)OCCO2)C(=O)O (stereo not given in full) | 0.8% | nt
CCOC(=O)Cc1csc(NC(=O)/C=C/c2ccccc2Cl)n1 | 5.4% | nt
O=C(NCCC1=CCCCC1)c1cnc2n(c1=O)CCS2 | 0.7% | nt
Cc1[nH]nc(SCC(=O)Nc2cccc(O)c2)c1[N+](=O)[O-] | 5.0% | 0
COc1cc(C(=O)Nc2nc(-c3ccc(Cl)cc3)c(C)s2)ccc1OCC(=O)Nc1ccc(F)cc1 | 2.4% | 9
Cc1cc([N+](=O)[O-])ccc1NC(=O)Nc1ccccc1F | 0.3% | -10
COC(=O)c1ccccc1S(=O)(=O)Nc1ccc2cn[nH]c2c1 | 3.7% | 8
O=S(=O)(Cc1ccccc1)c1nc2ccccc2n1Cc1ccccn1 | 2.3% | 5
O=C(Nc1ccc2oc(-c3ccccc3F)nc2c1)c1ccc2c(c1)OCCO2 | 2.3% | nt
O=C(O)c1ccc(CNCc2cccc(Cl)c2)cc1 | 1.5% | 8
CCN(CC)S(=O)(=O)c1cccc(NC(=O)COc2ccc(F)cc2Br)c1 | 1.9% | -12
CC(C)c1ccc(OCc2ccc(C(=O)N3CCN(c4ccccn4)CC3)cc2)cc1 | -1.2% | 7
CCOC(=O)c1ccc(NC(=O)NC2CC3CCC(C2)N3)cc1 (stereo not given) | 5.0% | -12
CCOC(=O)c1cnc(SCC(=O)N2CCN(C(=O)c3ccco3)CC2)nc1N | 0.3% | nt
O=C(Nc1cc(C(F)(F)F)ccc1N1CCCCC1)c1ccc(Br)o1 | 1.9% | nt
COc1ccc(C(=O)/C=C/Nc2ccccn2)c(OC)c1 | 2.2% | -2
O=C(N/N=C1\CCS(=O)(=O)c2ccc(F)cc21)c1ccc(O)cc1 | -3.1% | -27
Cc1ccc(N2C(=O)C3Sc4[nH]c(=O)sc4C(c4ccccc4)C3C2=O)cc1 (stereo not given) | -3.7% | nt
COC(=O)C[C@H]1c2ccccc2S(=O)(=O)N1c1cccc(OC)c1 | -4.4% | nt
CCOc1cc2c3c(c1)C1(Nc4ccccc4S1)C(=O)N3C(C)(C)CC2C (stereo not given) | -4.6% | -6
COc1cc2oc(-c3ccc(O)cc3)cc(=O)c2c(O)c1OC | 4.9% | nt
CC(C)(C)c1ccc(/C=C2\Oc3cc(OC(=O)N4CCOCC4)ccc3C2=O)cc1 | 3.4% | -9
Nc1cc(=O)[nH]c(SCC(=O)Nc2ccc3c(c2)CCC3)n1 | -0.6% | -6
O=C(CSc1nnc(-c2ccc(Br)cc2)n1C1CCCCC1)N1CCCC1 | 2.0% | 9
COC(=O)C1=C2c3[nH]c4ccccc4c3CCN2C(=O)CC1 | -2.6% | nt
COc1ccc(OC)c(Nc2nc(=O)c3cccnc3s2)c1 | -4.7% | ?

Only part of the results is shown; count on the stated rates, not on these rows.
